Screening results as filed in PubChem.
HIV fusion peptide: inhibitors of HIV fusion peptide binding, primary screen, biochemical, uHTS, fluorescence dequenching (AID 1986); cell-free peptide binding, fluorescence dequenching, 30 min; higher % means a stronger effect; inhibition, % at 20 µM, or IC50 in µM where a hit was titrated; 0.3% of 290,000 active; in the data active means inhibition mostly above about 52%, no sharp cut-off; inactive means mostly below about 76%; further: some results filed as inactive read as strong as hits
KOR beta-arrestin-1: KOR antagonists, beta-arrestin recruitment, cell-based, luminescence, uHTS (AID 1778); KOR beta-arrestin recruitment, luminescence, antagonist mode; higher % means a stronger effect; one-dose inhibition, % at 10 µM; IC50 in µM for titrated hits; 0.091% of 290,000 active; further: strong numbers were not always called active
NOD1 NF-kB reporter: inhibition of NOD1-driven NF-kB reporter – cell-based, luminescence, uHTS, primary screen (AID 1578); 1% of 290,000 active; one-dose inhibition, % at 4 µM; EC50 in µM for titrated hits; NOD1-driven NF-kB luciferase reporter cells, luminescence; higher % means a stronger effect; in the data active means inhibition mostly above about 36%, no sharp cut-off; inactive means mostly below about 34%;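 further: HEK-293T reporter cells stimulated with the NOD1 agonist gamma-tri-DAP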
SIAH1 antagonists: blockers of Siah-1 interaction with plectin peptide – biochemical, fluorescence polarization, rhodamine-plectin, uHTS, primary screen (AID 1817) | Siah-1 / rhodamine-plectin peptide fluorescence polarization; higher % means a stronger effect | 0.02% of 290,000 active | one-dose displacement, % at 20 µM; IC50 in µM for titrated hits;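 active means displacement of at least 50% at 20 µM, with a fluorescence ratio check between 0.3 and a set limit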;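 further: plate controls were Siah plus tracer with DMSO for no effect and tracer alone without Siah for full effect; strong numbers were not always called active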
KOR beta-arrestin-2: kappa opioid receptor activators – cell-based, luminescence, uHTS, primary screen (AID 1777). activation, % at 10 µM; hits with a dose series show EC50 in µM. KOR beta-arrestin recruitment, luminescence; higher % means a stronger effect. 0.02% of 280,000 active; in the data active means activation above about 50%, passing the limit was not always enough; further: a part of the inactive calls stands beside numbers as strong as those of hits
Salmonella PhoP GFP: PhoP-dependent GFP reporter repression – Salmonella Typhimurium, primary screen (AID 1863) | S. Typhimurium PhoP-regulated promoter GFP reporter, 4 h; higher % means a stronger effect | inhibition, % at 50 µM; hits with a dose series show IC50 in µM | 0.16% of 300,000 active;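 active means inhibition over 29.93%, a cutoff 3 SD above the screen mean, later confirmed by dose response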;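 further: 0% = low Mg2+ inducing control and 100% = high Mg2+ repressing control; strong numbers were not always called active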
NOD2 inhibition: NOD2 signaling inhibitors, cell-based, luminescence, uHTS, HEK293 (AID 1566); 0.63% of 290,000 active; HEK293 NOD2/NF-kB luciferase reporter, luminescence; higher % means a stronger effect; inhibition, % at 4 µM, or EC50 in µM where a hit was titrated; further: many of its hits are not listed in these tables
Myeloid diff 2: myeloid differentiation induction. ER-HoxA9 myeloid progenitors, lysozyme-GFP differentiation, flow cytometry. calls only at 10 µM. 1% of 360,000 active;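 active means normalized GFP-positive differentiation at or above the plate's own cutoff, the solvent-only control mean plus 3 SD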;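 further: cells exposed to compound for four days before flow analysis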
LYP phosphatase: inhibitors of LYP phosphatase, biochemical, fluorescence intensity, uHTS (AID 1779) | recombinant LYP phosphatase, fluorescence intensity; higher % means a stronger effect | inhibition, % at 11.5 µM; hits with a dose series show IC50 in µM | 0.054% of 290,000 active;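 further: plate controls were vehicle with enzyme for no effect and no enzyme for full effect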
Myeloid diff 2 GFP+ MAC1+ %: recorded beside Myeloid diff 2, whose call it bears; GFP+ MAC1+ double positive, %; measured here: differentiation confirmed by MAC1 staining
The depositor's hits bear a star; [ ] = dose if it differs, or a comment. Unless noted, no stated cut-off is given here; in the data, active means inhibition above about 50%; inactive means the rest.

For O=C(NC1CCCCCC1)c1c(O)c2cccc3c2n(c1=O)CCC3 the results were HIV fusion peptide 2.7%, KOR beta-arrestin-1 2%, NOD1 NF-kB reporter -9%, SIAH1 antagonists 0%, KOR beta-arrestin-2 -4.8%, NOD2 inhibition 11% and LYP phosphatase -7%.
For C[C@@H]1CC[C@]2(O[C@@H](CCO)C[C@@H](O)[C@@H]2O)O1 the results were HIV fusion peptide 0.9%, KOR beta-arrestin-1 7%, NOD1 NF-kB reporter 0%, SIAH1 antagonists 5%, KOR beta-arrestin-2 2.2%, Salmonella PhoP GFP -5%, NOD2 inhibition 20%, Myeloid diff 2 inactive, LYP phosphatase -2% and Myeloid diff 2 GFP+ MAC1+ % 0.6.
CC(C)(C)c1ccc2c(c1)C(=O)c1ccccc1C2=O was read as HIV fusion peptide 1.0%, KOR beta-arrestin-1 -31%, NOD1 NF-kB reporter -41%, SIAH1 antagonists 0%, KOR beta-arrestin-2 1.2%, Salmonella PhoP GFP 2%, NOD2 inhibition -140%, Myeloid diff 2 inactive, LYP phosphatase 2% and Myeloid diff 2 GFP+ MAC1+ % 0.4.
For Cc1cc(=O)n(CCCO)c(O)c1C#N the results were HIV fusion peptide 3.0%, KOR beta-arrestin-1 14%, NOD1 NF-kB reporter -30%, SIAH1 antagonists 2%, KOR beta-arrestin-2 -0.5%, Salmonella PhoP GFP -18%, NOD2 inhibition 6%, Myeloid diff 2 inactive, LYP phosphatase -9% and Myeloid diff 2 GFP+ MAC1+ % 0.7.
`COc1ccc(C(=O)c2ccc(OC)c3cccc(O)c23)cc1OC` gave HIV fusion peptide -1.8%, KOR beta-arrestin-1 -10%, NOD1 NF-kB reporter 15%, SIAH1 antagonists -3%, KOR beta-arrestin-2 -2.5%, Salmonella PhoP GFP -4%, NOD2 inhibition -23%, Myeloid diff 2 inactive, LYP phosphatase 1% and Myeloid diff 2 GFP+ MAC1+ % 1.1.
Screening CC1=C(C(=O)Nc2ccccc2)C(c2cccc([N+](=O)[O-])c2)Nc2nc3ccccc3n21 (stereo not drawn) returned HIV fusion peptide -0.3%, KOR beta-arrestin-1 0%, NOD1 NF-kB reporter 9%, SIAH1 antagonists 7%, KOR beta-arrestin-2 1.5%, Salmonella PhoP GFP -10%, NOD2 inhibition 3%, Myeloid diff 2 inactive, LYP phosphatase 0% and Myeloid diff 2 GFP+ MAC1+ % 0.9.
For Cc1ccc(C(C)C)c(OCC(O)CN(C)Cc2ccccc2)c1 (stereo not drawn) the results were HIV fusion peptide -0.5%, KOR beta-arrestin-1 -6%, NOD1 NF-kB reporter -1%, SIAH1 antagonists -2%, KOR beta-arrestin-2 -2.8%, Salmonella PhoP GFP 0%, NOD2 inhibition -7%, Myeloid diff 2 inactive, LYP phosphatase -14% and Myeloid diff 2 GFP+ MAC1+ % 0.8.
COc1ccccc1NC(=O)c1cc[n+](C)cc1 was read as HIV fusion peptide 0.2%, KOR beta-arrestin-1 -23%[20 µM], NOD1 NF-kB reporter -20%, SIAH1 antagonists 3%, KOR beta-arrestin-2 -3.6%, Salmonella PhoP GFP 1%, NOD2 inhibition 5%, Myeloid diff 2 inactive, LYP phosphatase -12% and Myeloid diff 2 GFP+ MAC1+ % 0.4.
CC(C)c1ccccc1NC(=O)CCCC(=O)O was read as HIV fusion peptide 2.0%, KOR beta-arrestin-1 -59%, NOD1 NF-kB reporter -4%, SIAH1 antagonists 3%, KOR beta-arrestin-2 -1.6%, Salmonella PhoP GFP 0%, NOD2 inhibition 21%, Myeloid diff 2 inactive, LYP phosphatase -4% and Myeloid diff 2 GFP+ MAC1+ % 0.8.
For CCCCNc1nc2c(c(=O)[nH]c(=O)n2C)n1CCOc1ccccc1 the results were HIV fusion peptide -1.7%, KOR beta-arrestin-1 9%, NOD1 NF-kB reporter -9%, SIAH1 antagonists 8%, KOR beta-arrestin-2 1.3%, Salmonella PhoP GFP 5%, NOD2 inhibition -4%, Myeloid diff 2 inactive, LYP phosphatase 0% and Myeloid diff 2 GFP+ MAC1+ % 0.6.
`Cc1ccc(S(=O)(=O)N2CCC3(CC2)OCCO3)cc1` gave HIV fusion peptide 3.4%, KOR beta-arrestin-1 0%, NOD1 NF-kB reporter -14%, SIAH1 antagonists 1%, KOR beta-arrestin-2 1.4%, Salmonella PhoP GFP -4%, NOD2 inhibition 8%, Myeloid diff 2 inactive, LYP phosphatase -11% and Myeloid diff 2 GFP+ MAC1+ % 0.6.
For O=C(O)[C@H](CO)Nc1ncnc2sc3c(c12)CCC3 the results were HIV fusion peptide 1.0%, KOR beta-arrestin-1 -36%, NOD1 NF-kB reporter 4%, SIAH1 antagonists 2%, KOR beta-arrestin-2 2.9%, Salmonella PhoP GFP 2%, NOD2 inhibition 4%, Myeloid diff 2 inactive, LYP phosphatase -2% and Myeloid diff 2 GFP+ MAC1+ % 1.1.
Nc1cc(=O)[nH]c(SCCOc2ccccc2)n1 was read as HIV fusion peptide 0.6%, KOR beta-arrestin-1 -17%[20 µM], NOD1 NF-kB reporter -6%, SIAH1 antagonists -4%, KOR beta-arrestin-2 -6.4%, Salmonella PhoP GFP 7%, NOD2 inhibition 25%, Myeloid diff 2 inactive, LYP phosphatase -8% and Myeloid diff 2 GFP+ MAC1+ % 0.3.
Screening COC(=O)Nc1ccc(S(=O)(=O)Nc2ccc(C(=O)O)cc2)cc1 returned HIV fusion peptide 0.7%, KOR beta-arrestin-1 -9%[20 µM], NOD1 NF-kB reporter -16%, SIAH1 antagonists -1%, KOR beta-arrestin-2 -6.8%, Salmonella PhoP GFP -1%, NOD2 inhibition 12%, Myeloid diff 2 inactive, LYP phosphatase -7% and Myeloid diff 2 GFP+ MAC1+ % 0.4.
For O=C1NNC(=O)C2C3C=CC(C4CC34)C12 (stereo not drawn) the results were HIV fusion peptide 2.5%, KOR beta-arrestin-1 -6%, NOD1 NF-kB reporter 2%, SIAH1 antagonists -3%, KOR beta-arrestin-2 -11%, Salmonella PhoP GFP 25%, NOD2 inhibition -12%, Myeloid diff 2 inactive, LYP phosphatase -4% and Myeloid diff 2 GFP+ MAC1+ % 1.2.
Screening CC(C)CC(=O)NCCCCc1ccccc1 returned HIV fusion peptide -2.2%, KOR beta-arrestin-1 9%, NOD1 NF-kB reporter -1%, SIAH1 antagonists -2%, KOR beta-arrestin-2 -4.0%, Salmonella PhoP GFP 2%, NOD2 inhibition 0%, Myeloid diff 2 inactive, LYP phosphatase -10% and Myeloid diff 2 GFP+ MAC1+ % 0.8.
`O=C(c1cncc(Br)c1)N1CCCc2ccccc21` gave HIV fusion peptide -1.8%, KOR beta-arrestin-1 14%, NOD1 NF-kB reporter -13%, SIAH1 antagonists 0%, KOR beta-arrestin-2 -3.5%, Salmonella PhoP GFP -6%, NOD2 inhibition 18%, Myeloid diff 2 inactive, LYP phosphatase -6% and Myeloid diff 2 GFP+ MAC1+ % 0.8.
Screening Cc1c(NC2=NC3(CCCCC3)Cc3ccccc32)c(=O)n(C)n1-c1ccccc1 returned HIV fusion peptide 3.3%, KOR beta-arrestin-1 0%, NOD1 NF-kB reporter -27%, SIAH1 antagonists -2%, KOR beta-arrestin-2 5.4%, Salmonella PhoP GFP -2%, NOD2 inhibition 5%, Myeloid diff 2 inactive, LYP phosphatase 3% and Myeloid diff 2 GFP+ MAC1+ % 0.2.
`CCN(CC)S(=O)(=O)c1cc(NC(=O)c2ccc(-n3cncn3)c([N+](=O)[O-])c2)ccc1C` gave HIV fusion peptide -2.7%, KOR beta-arrestin-1 4%, NOD1 NF-kB reporter -29%, SIAH1 antagonists 1%, KOR beta-arrestin-2 -2.4%, Salmonella PhoP GFP -4%, NOD2 inhibition 29%, Myeloid diff 2 inactive, LYP phosphatase 0% and Myeloid diff 2 GFP+ MAC1+ % 0.8.
Screening Cc1cc(C)n(-c2nnc(N3CCN(c4ccccc4)CC3)nn2)n1 returned HIV fusion peptide -4.0%, KOR beta-arrestin-1 -5%, NOD1 NF-kB reporter -57%, SIAH1 antagonists -1%, KOR beta-arrestin-2 -1.3%, Salmonella PhoP GFP -1%, NOD2 inhibition -44%, Myeloid diff 2 inactive, LYP phosphatase 5% and Myeloid diff 2 GFP+ MAC1+ % 0.8.
Cc1cc(C)n2nc(C(=O)Nc3cccc(S(=O)(=O)N4CCCC4)c3)nc2n1 was read as HIV fusion peptide -1.8%, KOR beta-arrestin-1 13%, NOD1 NF-kB reporter -1%, SIAH1 antagonists 3%, KOR beta-arrestin-2 -2.3%, NOD2 inhibition 7%, Myeloid diff 2 inactive, LYP phosphatase -8% and Myeloid diff 2 GFP+ MAC1+ % 0.6.
Screening CC(=O)c1ccc(NC(=S)N2CCC(Cc3ccccc3)CC2)cc1 returned HIV fusion peptide -1.0%, KOR beta-arrestin-1 -2%, NOD1 NF-kB reporter -2%, SIAH1 antagonists -5%, KOR beta-arrestin-2 0.8%, Salmonella PhoP GFP 0%, NOD2 inhibition -8%, Myeloid diff 2 inactive, LYP phosphatase -4% and Myeloid diff 2 GFP+ MAC1+ % 0.7.
`Cc1ccc(-c2c[n+](CC(=O)N3c4ccccc4Sc4ccccc43)c3n2CCC3)cc1` gave HIV fusion peptide -3.3%, KOR beta-arrestin-1 -3%, NOD1 NF-kB reporter -12%, SIAH1 antagonists -7%, KOR beta-arrestin-2 -4.6%, Salmonella PhoP GFP 8%, NOD2 inhibition 12%, Myeloid diff 2 inactive, LYP phosphatase -1% and Myeloid diff 2 GFP+ MAC1+ % 0.2.
For CC1CCN(S(=O)(=O)c2ccc3c(c2)N(CC(=O)NCCCN2CCCC(C)C2)C(=O)CO3)CC1 (stereo not drawn) the results were HIV fusion peptide 0.2%, KOR beta-arrestin-1 -41%, NOD1 NF-kB reporter -30%, SIAH1 antagonists 2%, KOR beta-arrestin-2 -0.8%, Salmonella PhoP GFP -8%, NOD2 inhibition -5%, Myeloid diff 2 inactive, LYP phosphatase -1% and Myeloid diff 2 GFP+ MAC1+ % 0.0.
`O=C(CSc1nnc(-c2ccccc2Cl)n1Cc1ccco1)Nc1ccc2c(c1)OCCO2` gave HIV fusion peptide -0.9%, KOR beta-arrestin-1 -31%, NOD1 NF-kB reporter 31%, SIAH1 antagonists -4%, KOR beta-arrestin-2 5.3%, Salmonella PhoP GFP 0%, NOD2 inhibition 8%, Myeloid diff 2 inactive, LYP phosphatase 2% and Myeloid diff 2 GFP+ MAC1+ % 1.0.
Screening Cc1nc(N2CCN(C)CC2)c2c(C)c(C(=O)Nc3ccc(C)c(F)c3)sc2n1 returned HIV fusion peptide -0.7%, KOR beta-arrestin-1 -6%, NOD1 NF-kB reporter -10%, SIAH1 antagonists 6%, KOR beta-arrestin-2 2.5%, Salmonella PhoP GFP -4%, NOD2 inhibition 15%, Myeloid diff 2 inactive, LYP phosphatase -5% and Myeloid diff 2 GFP+ MAC1+ % 6.5.

Some of the compounds tested; count on the stated rates, not on these rows.
